H37Rv inhibition: M. tuberculosis growth inhibition, HTS (AID 449762); 0.59% of 330,000 active; inhibition, % at 25 µM, or IC50 in µM where a hit was titrated; M. tuberculosis H37Rv growth inhibition, 7H9 media; higher % means a stronger effect; in the data active = a potency from the dose series; inconclusive = inhibition above about 70% without an active follow-up result;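 also: bacterial growth assessed after seven days of incubation; strong numbers were not always called active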
M. tuberculosis: growth inhibition of non-replicating M. tuberculosis (AID 488890) | inhibition, % at 25 µM; hits with a dose series show IC50 in µM | 0.39% of 320,000 active | Mycobacterium tuberculosis non-replicating, growth inhibition; higher % means a stronger effect; in the data active = a potency from the dose series; inconclusive = inhibition mostly from about 82% at the one dose, without a potency; inactive = the rest, 99 in 100 with inhibition below about 76%;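 also: plate controls were DMSO cells for no effect and high antibiotic wells for full effect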
Salmonella PhoP GFP: PhoP regulon inhibitors, Salmonella typhi PhoP promoter GFP reporter, confirmatory (AID 1850). one-dose inhibition, % at 50 µM; IC50 in µM for titrated hits. Salmonella Typhi PhoP-promoter GFP reporter, fluorescence, 4 h; higher % means a stronger effect. 0.33% of 310,000 active; in the data active = a potency from the dose series; inconclusive = inhibition mostly from about 25% at the one dose, without a potency; inactive = the rest, 99 in 100 with inhibition below about 19%;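 also: 0% = induced wells with vehicle and 100% = uninduced wells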
VEEV TC-83 Vero: inhibitors of VEEV TC-83 cytopathic effect, confirmation, Vero cells (AID 588727); Vero cells, VEEV TC-83 cytopathic effect inhibition; higher % means a stronger effect; inhibition, % at 20 µM; hits with a dose series show IC50 in µM; 0.13% of 350,000 active; in the data active = a potency from the dose series; inconclusive = inhibition mostly from about 14% at the one dose, without a potency; inactive = the rest, 99 in 100 with inhibition below about 12%; also: strong numbers were not always called active
H1N1 NS1A inhibition: H1N1 influenza NS1A inhibitors, functional cell based assay (AID 504329); NS1A functional cell-based assay, percent inhibition; higher % means a stronger effect; inhibition, % at 12.5 µM; hits with a dose series show IC50 in µM; 0.3% of 340,000 active; in the data active = a potency from the dose series; inconclusive = inhibition above about 27% without an active follow-up result; also: strong numbers were not always called active
VEEV TC-83 Vero 10K pilot screen: further read-out of VEEV TC-83 Vero, marked with its call; inhibition, %; measured here: 10K pilot screen inhibition
Numbers without * were called inactive; i = inactive; ? = inconclusive; · = not tested or not shown.

SMILES | H37Rv inhibition | M. tuberculosis | Salmonella PhoP GFP | VEEV TC-83 Vero | H1N1 NS1A inhibition | others
CC1=C(C(=O)OCCCCCl)C(c2cc3c(cc2Br)OCO3)NC(=O)N1 (centres undefined) | -2% | 35% | 0% | 1.2% | -3%
Cc1ccc2nc(NC(=O)COC(=O)c3ccncc3)sc2c1 | 1% | 11% | 12% | 1.2% | -3%
c1ccc(CNC2=NCCS2)cc1 | -4% | -14% | 8% | 2.4% | 16%
Cc1cccc(Oc2cc(N)cc([N+](=O)[O-])c2)c1 | ? | 39% | -20% | 0.2% | 8%
COc1ccc2c(c1)CC/C(=C/c1ccco1)C2=O | 69% | 67% | ? | 0.0% | -3%
COCCn1c(-c2ccccc2Cl)nc2c(c(=O)c3ccccc3n2C)c1=O | -9% | 48% | -5% | 2.5% | -1%
COc1ccc(NC(=O)c2cc(-c3ccccc3)on2)cc1OC | -4% | 34% | -4% | 1.9% | 0%
CC(OC(=O)Nc1ccccc1)C(=O)OC1CCCCC1 (centres undefined) | · | · | · | 1.5% | -14%
COc1ccc(NS(=O)(=O)c2cccc(C(=O)N3CCN(c4ccccc4O)CC3)c2)cc1 | ? | 4% | 6% | 8.8% | -4%
O=C(CSc1ncn[nH]1)Nc1ncc(C(F)(F)F)cc1Cl | -1% | 6% | 7% | 0.6% | -6%
COc1cccc2cccc(/C=N/n3cnnc3)c12 | 3% | 5% | 2% | 0.4% | 9%
Cc1cccc(C)c1NC(=O)C1(N(C(=O)c2ccccn2)c2ccc(O)cc2)CCCCC1 | -11% | 14% | -6% | 0.6% | 4%
O=[N+]([O-])c1ccc(O)c(/C=N/Nc2nn[nH]n2)c1 | -3% | -6% | 13% | 0.9% | 1.7µM*
CC(C)(C)SCCNC(=O)c1ccc(Cl)c(S(=O)(=O)N2CCOCC2)c1 | -1% | -13% | 3% | 0.4% | 0%
COc1ccc(C(=O)Nc2ccc(S(=O)(=O)Nc3nccc(C)n3)cc2)cc1 | -6% | 18% | -6% | 1.5% | -23%
COc1ccc(Cn2nnnc2CN2CCc3ccccc3C2)cc1 | 3% | 32% | 0% | 2.4% | 2%
CCc1nc(N2CCC3(CC2)OCCO3)c2nnn(Cc3ccccc3Cl)c2n1 | 4% | 6% | 6% | 9.6% | 5%
COc1cc2c(cc1OC)-c1cc3ccc4c(c3c[n+]1CC2)OCO4 | 3% | 8% | -39% | 1.7% | 8%
C/C(=N/NC(=O)c1ccc(Br)o1)c1cccc(NC(=O)c2ccc(F)cc2)c1 | -5% | 38% | 2% | 12% | 2%
CC1CCN(CCOc2ccccc2-c2ccccc2)CC1 | 5% | 6% | -2% | i | -4%
COC(=O)C1=C(C)Nc2ncnn2C1c1ccccn1 (centres undefined) | -7% | 0% | -2% | 3.1% | -3%
Cc1c(Cl)cccc1NC(=O)CC1NCCNC1=O (centres undefined) | -4% | -5% | -3% | 1.9% | -7%
COc1cc(NC(=O)CSc2ccc3c(c2)OCCO3)cc(OC)c1OC | 7% | 4% | -12% | 2.1% | -2%
CSc1cccc(N/C(=N/S(=O)(=O)c2ccccc2)NN)c1 | 4% | 3% | 10% | 0.1% | -22%
CC1CCC2(CC1)NC(=O)N(CC(=O)Nc1ccc(N3CCOCC3)cc1)C2=O (centres undefined) | 8% | 4% | -4% | 0.8% | 6%
O=C(CN1CCN(S(=O)(=O)/C=C/c2ccccc2)CC1)Nc1ccccc1N1CCOCC1 | 0% | 13% | 2% | 1.2% | -9%
COc1ccc(C(=O)NNC2=NS(=O)(=O)c3ccccc32)cc1OC | -5% | -16% | 6% | 1.7% | 2%
COc1ccc(NS(=O)(=O)c2ccc3c(c2)NC(=O)CO3)cc1 | -2% | -7% | -2% | 1.4% | -2%
COc1ccc2cc(CN(Cc3cccnc3)S(=O)(=O)c3ccccc3)c(=O)[nH]c2c1 | -13% | 29% | 2% | i | -1%
Cc1cccc(Nc2ccccc2C(=O)NCc2ccco2)c1C | 12% | 10% | -30% | 4.1% | 10%
Cc1ccc(NP(=O)(c2ccccc2)c2nc3ccccc3s2)cc1 (centres undefined) | 1% | 4% | 16% | 0.9% | -10%
COc1ccc(CCNC(=O)c2cccnc2)cc1 | 6% | 9% | 9% | 0.6% | -17%
CN(CC(=O)NCCCc1ccccc1)Cc1ccc(Br)cc1 | 5% | 38% | 0% | 6.1% | 16%
O=C1/C(=C\c2c(NCCOCCO)nc3ccccn3c2=O)SC(=S)N1Cc1ccco1 | 6% | -9% | -2% | i | -9%
COc1ccc(C(=O)NC(=C(Cl)Cl)S(=O)(=O)c2ccc(C)cc2)cc1 | 5% | 17% | -1% | 2.9% | -4%
CCOC(=O)c1c(C)[nH]c(C)c1C(=O)COC(=O)c1ccc(S(=O)(=O)N(CC)CC)cc1 | -6% | 37% | -5% | i | 28%
COc1cc(CC(=O)O)ccc1OCc1ccccc1 | -5% | -12% | 1% | 0.3% | -15%
Cc1ccccc1-c1nc(CS(=O)(=O)CC(=O)NC2CCCC2)c(C)o1 | 1% | 13% | -14% | 1.4% | -6%
Cn1c(=O)c2[nH]c(CNCc3ccccc3Cl)nc2n(C)c1=O | 17% | -1% | -1% | i | 5%
CCC1(c2ccc(F)cc2)NC(=O)N(CC(=O)N2CC(=O)Nc3ccccc32)C1=O (centres undefined) | 1% | -7% | 1% | 1.9% | -17%
CCOC(=O)c1[nH]c2ccccc2c1NC(=S)Nc1cc(C)ccc1C | -11% | · | -1% | 8.3% | 8%
O=C(c1cc2cc([N+](=O)[O-])ccc2oc1=O)N1CCOCC1 | -6% | -4% | 7% | 1.0% | 6%
COCCC1CCCCN1Cc1cn(-c2ccccc2)nc1-c1ccc2c(c1)OCO2 (centres undefined) | 7% | 20% | -4% | i | 5%
O=S1(=O)N=C(N2CCOCC2)c2ccccc21 | -11% | -5% | -4% | i | -23%
CCOP(=O)(OCC)c1nc(-c2cccc3ccccc23)oc1NCCc1ccc(OC)cc1 | 12% | 0% | -4% | 3.2% | -11%
C=CCNC(=O)NC(=S)c1ccccc1 | -5% | 11% | 6% | 1.5% | 8%
O=C(OCC(=O)N(CCc1ccccc1)Cc1ccccc1)c1cccc(S(=O)(=O)N2CCOCC2)c1 | · | · | · | 7.0% | -1%
COc1ccccc1NC(=O)NNC(=O)C(C)Oc1ccc2ccccc2c1 (centres undefined) | 0% | -13% | -8% | 4.8% | -1%
COc1ccccc1N1CCN(c2nnc(-c3ccc(F)cc3)c3ccccc23)CC1 | -1% | -11% | 7% | 8.4% | 8%
COc1ccccc1CNC(=O)c1ccc(NC(=O)CC2SC(N3CCCC3)=NC2=O)cc1 (centres undefined) | -11% | 12% | · | 0.5% | -1%
CCOc1ccc(NC(=O)c2ccccc2NC(=O)CN2CCCCCC2)cc1 | · | · | · | 1.5% | -3%
COc1cc(/C=C/C(=O)N(C)c2ccccc2C(=O)O)cc(OC)c1OC | 4% | 21% | 2% | i | 1%
COc1ccc2[nH]c3c(=O)n(CCCCC(=O)NCCC(C)C)c(=S)[nH]c3c2c1 | -1% | -8% | -8% | 1.1% | -10%
Cn1cccc1/C=C1\C(=O)NC(=O)N(CCC2=CCCCC2)C1=O | · | · | · | 6.7% | -3%
Cc1ccc(N2CC(C(=O)N3CCOCC3)CC2=O)cc1Cl (centres undefined) | 0% | -15% | -4% | i | -6%
O=C1CCC(=O)N1c1ccc(S(=O)(=O)N2CCCC2)cc1 | -3% | -4% | -6% | 1.9% | -7%
Cc1cc([N+](=O)[O-])ccc1NC(=O)Nc1ccc(F)cc1F | 1% | i | -4% | 0.3% | -4%
Cc1ccccc1OCC(=O)NCCS(=O)(=O)N1CCN(c2ccc(F)cc2)CC1 | 13% | 13% | 7% | 1.4% | 0%
COc1cc(C(=O)NC2CCCc3c2cnn3-c2ccccc2F)cc(OC)c1OC (centres undefined) | 3% | 0% | 1% | 0.4% | 5%
CC(=O)NCCCc1nc2ccccc2n1Cc1ccc(C)cc1 | 3% | 2% | 0% | 4.2% | 3% | VEEV TC-83 Vero 10K pilot screen=0.1
Additional compounds follow:
SMILES | H37Rv inhibition | M. tuberculosis | Salmonella PhoP GFP | VEEV TC-83 Vero | H1N1 NS1A inhibition | others
O=c1c(Cc2c(F)cccc2Cl)c(O)ccn1CCCn1ccnc1 | 2% | 1% | 8% | 0.9% | 0%
Cc1c(-c2ccccn2)c(=O)[nH]n1-c1ccc(F)cc1 | ? | ? | -1% | 1.2% | 0%
Cc1nn(Cc2ccc([N+](=O)[O-])cc2)c(=O)n1-c1ccc(Cl)cc1 | 6% | 19% | -13% | i | 4%
CCn1cc(C(=O)O)c(=O)c2cc(F)c(N3CCN(S(=O)(=O)c4ccc5c(c4)OCCO5)CC3)cc21 | 69% | 66% | 9% | 0.5% | -6%
Cc1ccc(NC(=O)CSc2nnc(C)c(=O)n2N)cc1 | -6% | 1% | 12% | 0.6% | -6%
C[C@H](CO)N1C[C@H](C)[C@@H](CN(C)Cc2ccc(-c3ccccc3)cc2)Oc2c(NC(=O)Nc3ccc4c(c3)OCO4)cccc2C1=O | 2% | 16% | · | 5.7% | 11%
Cc1cc(C)n(CC(=O)N/N=C/c2c[nH]c3ccccc23)n1 | 8% | -2% | 7% | 0.1% | 1%
COc1ccc(NC(=O)NCc2ccccn2)c(OC)c1 | -10% | -4% | -9% | 2.7% | -1%
CCN(C(=O)C(C)N1C(=O)/C(=C/c2ccco2)SC1=S)C1CCS(=O)(=O)C1 (centres undefined) | 6% | -2% | -37% | 6.1% | 15%

Compound activity deposited in PubChem by Southern Research Specialized Biocontainment Screening Center.
